Mito fusion yeast = blocks mitochondrial division or promotes mitochondrial fusion; S. cerevisiae fusion-defective mutant growth rescue, CellTiterGlo 48 h; Potency, µM (top dose mostly 46.1 µM), inactives show at the highest dose growth rescue (activation), actives largely listed as activators; 320,000 compounds, 0.23% hits;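 note: potency is the fitted concentration of half-maximal effect; % of control where 0% means no effect; nearly all actives have a fitted effect of over 45% in size; temperature-sensitive fusion mutants such as fzo1-1 at 37 °C on non-fermentable ethanol glycerol medium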
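Temperature-sensitive fusion-defective S. cerevisiae (e.g. fzo1-1, mgm1-5) were grown with compound in YPEG medium (3% ethanol, 3% glycerol) for 48 hours at 37C. Growth rescue was measured as viability by CellTiterGlo luminescence after 10 minutes at ambient.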
Menin-MLL TR inh = inhibitors of human menin-MLL interaction, mutant MLL peptide; O00255; Menin + Texas Red MLL mutant peptide, fluorescence polarization; Potency, µM (series often up to 61.6 µM), for the others: top-dose FP activity change, negative = inhibition, usual class: inhibitors; 270,000 compounds, 0.23% hits; AID 1768; active = well fitted inhibition curve with a large enough effect in the polarisation, with a control signal flat, not every such curve was filed as active; inconclusive = small, poorly fitted or top-dose-only effect, or effect the other way, or a change in a side signal; inactive = no such curve, though single readings can be large or run the other way; the % refers to the polarisation; note: potency is the fitted concentration of half-maximal effect; % of control where 0% means no effect; many of its hits are not listed in these tables
KCNH2 WT inh = inhibitors of human wildtype KCNH2 potassium channel. Q12809. U2OS, BacMam KCNH2, thallium flux FluxOr; active compounds read low. activity change, % at 1.84 µM. 340,000 compounds, 0.37% hits;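 active = maximum activity change below -70%; inconclusive = maximum activity change between -70% and -50%; inactive = maximum activity change above -50%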; note: % is set by controls: 0 for no effect and ±100 for the full control effect
Target sequence (Q12809 whole entry, looked up): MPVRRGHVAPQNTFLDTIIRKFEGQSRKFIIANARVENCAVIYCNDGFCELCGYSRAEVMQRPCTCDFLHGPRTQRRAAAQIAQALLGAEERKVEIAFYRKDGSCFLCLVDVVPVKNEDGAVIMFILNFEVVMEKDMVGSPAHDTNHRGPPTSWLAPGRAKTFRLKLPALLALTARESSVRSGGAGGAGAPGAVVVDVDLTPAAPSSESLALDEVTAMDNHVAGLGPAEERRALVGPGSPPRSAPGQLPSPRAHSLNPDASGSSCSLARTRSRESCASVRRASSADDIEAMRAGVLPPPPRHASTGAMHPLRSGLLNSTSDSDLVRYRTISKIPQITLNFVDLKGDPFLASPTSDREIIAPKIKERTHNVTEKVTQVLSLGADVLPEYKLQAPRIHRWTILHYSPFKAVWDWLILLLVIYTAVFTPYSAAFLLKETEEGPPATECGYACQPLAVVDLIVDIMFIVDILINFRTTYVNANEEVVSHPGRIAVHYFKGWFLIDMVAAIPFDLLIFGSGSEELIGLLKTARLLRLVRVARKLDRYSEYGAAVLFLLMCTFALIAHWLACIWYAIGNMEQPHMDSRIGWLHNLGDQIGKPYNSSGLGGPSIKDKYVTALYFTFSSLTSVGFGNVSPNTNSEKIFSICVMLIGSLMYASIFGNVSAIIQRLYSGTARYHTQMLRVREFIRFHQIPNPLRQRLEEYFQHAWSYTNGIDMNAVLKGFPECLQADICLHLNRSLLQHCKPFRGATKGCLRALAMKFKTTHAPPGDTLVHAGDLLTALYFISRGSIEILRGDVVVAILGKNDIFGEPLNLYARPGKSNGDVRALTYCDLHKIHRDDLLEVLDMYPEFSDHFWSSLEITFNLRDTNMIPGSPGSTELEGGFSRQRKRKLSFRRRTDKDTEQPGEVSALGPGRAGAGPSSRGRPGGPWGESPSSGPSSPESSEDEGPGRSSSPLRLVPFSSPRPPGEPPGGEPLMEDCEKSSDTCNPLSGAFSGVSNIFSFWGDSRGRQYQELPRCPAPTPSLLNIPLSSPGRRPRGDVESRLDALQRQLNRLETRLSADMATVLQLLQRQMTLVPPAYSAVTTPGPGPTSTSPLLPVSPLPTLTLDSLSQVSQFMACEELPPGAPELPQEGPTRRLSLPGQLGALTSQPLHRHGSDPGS
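U2OS cells were transduced with wild-type KCNH2 virus (2.03 x 10^8 / mL) for 4 h at room temperature, then cultured overnight at 37 C. Thallium flux was read with FluxOr dye. Rate constants were normalized to DMSO controls.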
PKM2 activator = increases activity of human pyruvate kinase M2; Potency, µM (series often up to 57.5 µM), for the others: at the top dose activation, hits mostly activators; 260,000 compounds, 0.34% hits; P14618; purified PKM2, Kinase-Glo ATP luminescence, activation; response scale: 0% is enzyme alone, no compound; note: potency is the fitted concentration of half-maximal effect; % is set by controls: 0 for no effect and ±100 for the full control effect; nearly all actives have a fitted effect of over 55% in size
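Purified hPK-M2 (>95% pure) converted ADP (0.1 mM final) to ATP with 0.5 mM PEP in 50 mM imidazole pH7.2, KCl, MgCl2, Tween 20, BSA; 1 h at room temperature. ATP detected by Kinase-Glo luminescence.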
Eya2 inh = Eya2 (human) phosphatase inhibition; O00167; recombinant Eya2, OMFP fluorescence dephosphorylation (OMFP is methylfluorescein phosphate); Potency, µM (titrated, usually from 76.9 µM), for the others: at the highest dose activity, negative = inhibition, hits mostly inhibitors; 330,000 compounds, 0.006% hits; AID 488837; note: potency is the fitted concentration of half-maximal effect; % is set by controls: 0 for no effect and ±100 for the full control effect
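Eya2 (0.2 uM) preincubated 10 min at ambient with compound, then OMFP substrate added at 50 uM; 10 min reaction in 50 mM HEPES pH 7.5, 50 mM NaCl, 5 uM MgCl2, 0.05% BSA, 1 mM DTT. Fluorescence read at Ex 485/Em 525 nm.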
USP2a inh = inhibitors of human ubiquitin-specific protease USP2a; 330,000 compounds, 0.01% hits; AID 463254; USP2 core, Ub-CHOP2 coupled fluorogenic reporter, 485/531; Potency, µM (series often up to 38.3 µM), without a hit: at the top dose activity change, negative = inhibition, usual class: inhibitors;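 note: potency is the fitted concentration of half-maximal effect; plate controls were DMSO wells for no effect and full inhibition by NEM control for full effect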
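Deubiquitinase activity read as fluorescence (485/531 nm) after Ub-CHOP2 cleavage activates the enterokinase reporter on its substrate; USP2 core 10nM, Ub-CHOP2 and substrate 25nM each, 30min compound preincubation then 60min RT; data normalized to NEM, curves fitted.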
MBNL1-CUG inh = blocks human MBNL1 binding to CUG repeat RNA | Potency, µM (highest dose often 57.5 µM), for inactives: at the top dose activity change, negative = inhibition, actives largely listed as inhibitors | 280,000 compounds, 0.036% hits | TR-FRET MBNL1-His/biotin-(CUG)12 binding, 665/545 ratio | Q9NR56 | AID 2675; active = well fitted inhibition curve with a large enough effect in the signal ratio, with a control signal flat, not every such curve was filed as active; inconclusive = small, poorly fitted or top-dose-only effect, or effect the other way, or a change in a side signal; inactive = no such curve, though single readings can be large or run the other way; the % refers to the signal ratio; note: potency is the fitted concentration of half-maximal effect; % is set by controls: 0 for no effect and ±100 for the full control effect
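Compounds (final 92 nM to 58 uM) are added to His-tagged MBNL1 and biotin-(CUG)12, then terbium anti-His antibody and streptavidin-XL665 (5 nM final). After 60 min at room temperature, the 665/545 nm ratio is read.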
S-ASM inh = human S-ASM enzyme inhibition; P17405; placental ASM, HMU-PC fluorogenic substrate, 60 min; Potency, µM (highest dose often 57.5 µM), inactives show top-dose activity change, negative = inhibition, hits mostly inhibitors; 340,000 compounds, 0.006% hits; AID 504937; note: potency is the fitted concentration of half-maximal effect
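Human placenta-derived ASM preincubated with compound 10 min at room temperature, then reacted with 9 uM (final) fluorogenic HMU-PC substrate for 60 min at 37 C. Stop solution raises pH to 10; fluorescence read at Ex 386/Em 447 nm.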
GALK inh = blocks human galactokinase activity; Purified GALK, Kinase-Glo residual ATP luminescence; Potency, µM (doses to about 57.5 µM), for the others: top-dose activity change, negative = inhibition, hits mostly inhibitors; 270,000 compounds, 0.007% hits; P51570; note: potency is the fitted concentration of half-maximal effect; % is set by controls: 0 for no effect and ±100 for the full control effect
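ATP-depletion format; final 35 uM ATP, 100 uM D-galactose, 5 nM enzyme; pH 8.0 HEPES/Mg2+ buffer; 60 min RT; luminescence read 10 min after detection reagent.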
TSHR antag = antagonists of human thyroid stimulating hormone receptor; P16473; TSHR-expressing cells, TSH-stimulated cAMP HTRF, 2 h; active compounds read low; activity change, negative = inhibition, % at 11.5 µM; 330,000 compounds, 0.2% hits;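 active = activity change below a set negative limit, meaning inhibition stronger than a set level, cut at about -70% in these data; inconclusive = activity change between two set negative limits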; note: % is set by controls: 0 for no effect and ±100 for the full control effect
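Antagonism was scored as loss of TSH-driven cAMP in TSHR cells, stimulated with 4nM TSH (EC80) for 2 hours at 37 deg C and detected by homogeneous HTRF competition immunoassay.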
Chronic BCR inh = chronic active BCR signaling inhibition. ABC-DLBCL IkBa-CBG/CBR reporter, luminescence ratio, 4 h. Potency, µM (doses to about 46.1 µM), for inactives: top-dose ratio change, negative = lower green/red ratio, most hits filed as inhibitors. 340,000 compounds, 0.05% hits; active = well fitted inhibition curve with a large enough effect in the signal ratio, with a control signal flat, not every such curve was filed as active; inconclusive = small, poorly fitted or top-dose-only effect, or effect the other way, or a change in a side signal; the % refers to the signal ratio;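 note: potency is the fitted concentration of half-maximal effect; plate controls were basal doxycycline-induced cells for no effect and cells given 10 µM MG132 for full effect; MG132 reads +100%, hits lower the ratio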
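TMD8 human ABC-DLBCL cells with doxycycline-inducible IκBα–green luciferase fusion and unfused red luciferase, in 0.5% FBS medium; compounds up to 46 uM, 4 h at 37C. Green/red luminescence ratio, filter-overlap corrected, fitted to concentration-response curves.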
Active calls of the source: *; ? = inconclusive; / = no result given; [ ] = another dose, or the depositor's remark. Unless noted, calls come from the whole dose curve; as a rule, active = well fitted curve in the direction sought with a large enough effect; inconclusive = small, poorly fitted or top-dose-only effect, or another doubt; inactive = no such curve, though single readings can be large; an effect the other way counts as inactive or inconclusive. Not all compounds are listed; rates above refer to the full screens.

mol	Mito fusion yeast	Menin-MLL TR inh	KCNH2 WT inh	PKM2 activator	Eya2 inh	USP2a inh	MBNL1-CUG inh	S-ASM inh	GALK inh	TSHR antag	Chronic BCR inh
COc1cccc(C(=O)CC(=O)C(=O)Nc2cc(Cl)c(OC)cc2OC)c1	-7.5%	?	0.8	0.8%	6.5%	-2.9%	1.5%	-0.2%	-2.3%	-3.7	-12.5%
COc1ccc(-c2oc(=O)c3cc(OC)c(OC)cc3c2C#CC2(O)CCCCC2)cc1	/	/	-3.0	/	-2.3%	0.6%	/	132.6%[activator]	/	-10.1	?
CC1CCc2c(sc3nc(CN4CCN(S(=O)(=O)c5ccccc5[N+](=O)[O-])CC4)[nH]c(=O)c23)C1 (stereo not drawn)	-5.2%	15.6%	-11.6	5.1%	-9.0%	-0.2%	?	/	0.2%	10.0	0.7%
CCOc1ccc(S(=O)(=O)N2CCC(C(=O)NCCc3ccccc3)CC2)cc1	1.0%	?	14.1	3.0%[11.5 µM]	12.3%	-0.7%	-1.0%	12.1%	6.9%	-5.4	8.4%
Cc1ccc(NC(=O)C2CCN(C(=O)NCc3ccccc3)CC2)cc1C	-5.5%	14.8%	-1.5	-1.7%	-1.8%	-0.4%	3.6%	-1.0%	-1.5%	-0.3	-6.9%
COc1ccc(OC)c(NC(=O)CCNC(=O)c2ccco2)c1	11.2%	-18.5%	-5.9	/	0.6%	0.6%	-3.0%	3.1%	-1.6%	-9.9	?
NC(N)=Nc1ccc(N=C(N)N)cc1	-3.6%	-8.3%	31.6	-7.2%	18.8%	2.1%	-2.6%	-0.3%	7.9%	8.0	-1.9%
CCn1cc(C(=O)N[C@@H](C)C(=O)NCCCn2ccnc2)c(=O)c2cc3c(cc21)OCO3	2.1%	/	-16.9	/	-8.8%	2.6%	-3.5%	6.4%	0.1%	-0.7	-2.0%
Cc1onc(-c2ccccc2)c1C(=O)N1CCN(c2ncccc2C(F)(F)F)CC1	-4.6%	/	-7.1	2.8%	-2.9%	4.5%	-1.0%	/	-0.8%	-21.3	-0.4%
CCCn1nc(C(=O)N2CCCc3ccccc32)c2ccccc2c1=O	-3.5%	-3.6%	2.1	4.3%	-8.0%	-0.2%	1.6%	-0.5%	1.0%	1.8	-4.3%
COc1ccccc1[C@@H]1C(c2cccc(C)c2)=NN(c2ccc(Br)cc2)[C@H]1C(=O)N1CCOC1=O	/	0.7%	-18.0	/	-11.4%	-0.2%	/	/	/	1.8	0.2%
Cc1sccc1C1C(C#N)=C(N)SC(N)=C1C#N	-1.8%	2.2%	/	6.1%	19.8%	5.0%	38.5%[activator]	/	-2.4%	-5.7	-4.7%
O=C(COC(=O)CCC1CCCC1)Nc1nc2c(F)c(F)c(F)cc2s1	-2.2%	25.1µM*	-2.0	-12.4%	-6.7%	3.1%	1.8%	1.6%	1.7%	13.5	?
CCN1CCN(c2cc(C)c3cc(NC(=O)CCC(=O)Nc4ccc(OC)cc4OC)ccc3n2)CC1	4.0%	-21.7%	-0.6	/	-0.7%	-1.1%	0.0%	210.0%[activator]	0.0%	-4.8	1.2%
CC(=O)COC(=O)c1ccc2noc(-c3ccccc3)c2c1	9.5%	40.0%[activator]	0.8	-10.2%	-0.1%	-3.1%	?	41.5%	-1.3%	-8.6	?
COc1ccccc1C1C(C(N)=O)=C(C)Nc2ncnn21 (stereo not drawn)	-5.1%	-0.2%	-3.5	-0.7%	-3.9%	-1.2%	-6.8%	6.8%	0.6%	0.8	-0.4%
Cc1cccc2cc(C(c3nnnn3Cc3ccc4c(c3)OCO4)N3CCCC3)c(=O)[nH]c12 (stereo not drawn)	-3.3%	13.6%	1.5	7.3%	-2.4%	-9.5%	8.6%	-0.4%	1.5%	4.1	4.5%
O=C(Nc1ccc2c(c1)OCO2)N1CCN(Cc2ccco2)CC1	4.7%	2.1%	-1.3	7.1%	-5.2%	0.9%	-7.6%	11.0%	-0.5%	-24.6	11.5%
O=C(Nc1cccc2ccccc12)N(CCO)C1CCS(=O)(=O)C1 (stereo not drawn)	0.4%	7.3%	-6.5	-4.9%	1.3%	-0.3%	10.5%	5.4%	-0.2%	17.3	-28.7%
COc1ccc(N/C=C(\C#N)S(=O)(=O)c2ccc(Cl)cc2)c(OC)c1	-24.1%	15.1%	7.0	/	-2.7%	2.3%	4.3%	-1.5%	-5.1%	1.3	-1.9%
Oc1ccc(N=Nc2ccccc2)cc1	9.7%	57.1%[activator]	-3.5	/	-0.6%	-2.0%	7.7%	-12.6%	0.8%	-3.1	?
COc1ccc(-c2cc(C(F)(F)F)nc(SCCC(=O)N3CCN4CCCC4C3)n2)cc1 (stereo not drawn)	2.9%	-6.8%	3.7	0.3%	3.9%	1.8%	-5.4%	-0.3%	-3.8%	-7.2	0.3%
CCOc1ccc(NC(=S)NCCCN2CCN(C3CCCCC3)CC2)cc1	-4.7%	-20.8%	52.9	-0.1%	0.1%	7.6%	/	0.1%	0.2%	8.6	-3.7%
O=[N+]([O-])c1cccc(-c2cc3cccc[n+]3cc2-c2cccc([N+](=O)[O-])c2)c1	-0.2%	-3.8%	-7.4	-2.3%	1.5%	2.5%	23.4%[11.5 µM]	2.7%	/	1.5	0.9%
O=C(CSc1nc2ccccc2c(=O)[nH]1)c1cccs1	7.0%	-3.0%	9.6	-0.7%	7.6%	-1.6%	4.0%	3.4%	-0.9%	-5.6	?
COc1ccc(-n2c(=O)c3c4c(sc3n(CC(=O)NCC3CCCO3)c2=O)CCCC4)c(OC)c1 (stereo not drawn)	-5.8%	-6.3%	2.2	1.1%	6.2%	-1.1%	10.2%	4.6%	0.4%	-7.2	-3.5%
CC(C)C[C@H](NC(=O)CCn1nnc2ccccc2c1=O)C(=O)O	4.6%	/	-0.1	-1.2%	-13.4%	-0.7%	9.7%	2.8%	10.0%	-3.1	0.0%
CN1CCN(NC(=O)CN2C(=O)S/C(=C\c3c(Cl)cccc3Cl)C2=O)CC1	9.4%	-5.3%	14.0	-0.4%	3.6%	-5.4%	7.2%	-1.9%	2.9%	-22.6	?
Cc1c(C(=O)/C=C/N(C)C)nnn1-c1ccc(F)c(Cl)c1	1.4%	/	-3.0	3.6%	-3.4%	0.4%	8.7%	1.6%	4.7%	-5.1	5.7%
COc1ccc(CC(=O)Nc2nc(C(C)(C)C)cs2)cc1	28.1%	15.3%	-2.0	-0.1%	8.3%	2.5%	0.9%	0.3%	-5.6%	-12.5	-1.3%
Cc1cccc(-n2nnc(C(=O)NCc3ccco3)c2N)c1	-0.2%	/	-9.4	2.3%	-3.6%	-2.6%	-0.3%	0.5%	-1.6%	-4.8	?
COc1ccc2cc(C(c3nnnn3CCc3ccccc3)N3CCC(O)CC3)c(=O)[nH]c2c1 (stereo not drawn)	0.3%	?	-0.8	-2.9%	2.2%	4.5%	-1.2%	6.2%	-2.7%	-11.2	-15.4%
O=C(Cc1nnc(NC(=O)Nc2ccc(F)cc2)s1)Nc1ccccc1	0.2%	1.5%	-1.2	2.2%	-1.5%	-1.8%	-1.3%	0.3%	0.5%	-4.3	0.9%
Cc1cccc(N2C(=O)C(CC(=O)Nc3cccc(F)c3)N(CCc3ccncc3)C2=O)c1 (stereo not drawn)	-4.0%	31.6%[activator]	-5.1	-5.4%	7.7%	-0.3%	-9.2%	-1.5%	0.6%	3.2	-4.2%
CCN(CC)C(=O)c1[nH]cnc1C(=O)N[C@@H](CC(C)C)C(=O)OC(C)(C)C	-4.6%	?	4.0	2.6%	2.1%	2.3%	7.9%	-4.8%	0.9%	0.8	11.1%
NS(=O)(=O)c1cccnc1Nc1cccc(Cl)c1	3.5%	22.0%	-2.9	-2.2%	11.2%	-1.2%	-2.9%	-0.2%	-3.6%	8.8	?

Bioassay records as filed in PubChem.
